Assay outcomes (PubChem)
S2 tox – viability counter-screen for ATXN expression inhibitors | S2 cells (HEK-293 line with an ATXN2-luciferase reporter) viability, CellTiter-Fluor protease fluorescence, 24 h | Potency, µM (doses to about 56.7 µM), actives largely listed as cytotoxic | hit rate 0.49% among 400,000; also: potency is read from the fitted curve at half-maximal effect; nearly all actives have a fitted effect of over 40% in size
KB-V1 MDR tox – kills drug-selected multidrug resistant KB-V1 cells; KB-V1 MDR cells viability, CellTiter-Glo, 72 h; hit rate 3.4% among 400,000; Potency, µM (titrated, usually from 46.1 µM), without a hit: at the top dose activity change, negative = cytotoxicity, most hits filed as cytotoxic; also: potency is read from the fitted curve at half-maximal effect; % is scaled to controls: 0 for no effect and ±100 for the full control effect; nearly all actives have a fitted effect of over 60% in size
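Drug-selected KB-V1 cells, grown in DMEM lacking phenol red with 10% FBS, receive compound titrations; after three days at 37 degrees C, surviving cell ATP is quantified by CellTiter-Glo luminescence and responses normalized and curve-fitted.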
MCF10A rerep – inducers of DNA re-replication in MCF 10A breast cells; Potency, µM (titrated, usually from 46.1 µM), without a hit: top-dose activity, positive = re-replication, usual class: activators; hit rate 2.9% among 350,000; MCF 10A DNA re-replication, Hoechst nuclear intensity, 48 h; AID 624296; also: potency is read from the fitted curve at half-maximal effect; % of control where 0% means no effect; nearly all actives have a fitted effect of over 50% in size
KB-3-1 cytotox – KB-3-1 parental cell cytotoxicity. KB-3-1 viability, CellTiter-Glo ATP luminescence, 72 h. Potency, µM (series often up to 46.1 µM), for the others: top-dose activity change, negative = cytotoxic, usual class: cytotoxic. hit rate 1.4% among 400,000; also: potency is read from the fitted curve at half-maximal effect; % is scaled to controls: 0 for no effect and ±100 for the full control effect; nearly all actives have a fitted effect of over 60% in size
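Luminescent ATP read-out (CellTiter-Glo) measures survival of drug-naive KB-3-1 cells after 72 h compound exposure at 37 °C. Titration series was screened from lowest to highest concentration, with DMSO vehicle plates as background controls.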
HT1080 IDH1KD tx – toxicity to HT-1080 IDH1 knockdown cells (counter line); HT-1080 IDH1 knockdown viability, ATP luminescence, 48 h; Potency, µM (highest dose often 46.1 µM), for inactives: at the highest dose activity, negative = toxicity, usual class: cytotoxic; hit rate 2% among 360,000;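 also: potency is read from the fitted curve at half-maximal effect; 0% = DMSO wells and -100% = cell-free medium wells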
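IDH1KD HT-1080 cells, 750/well, RPMI + 5% FBS; compound pinned after 2 h settling; 48 h, 37 °C; CellTiter-Glo luminescence; % activity normalised to DMSO and no-cell wells; curves fitted, classed by r2 and efficacy.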
SW480 rerep – inducers of DNA re-replication in SW480 colon cancer cells | SW480 DNA re-replication, Hoechst DNA content imaging, 48 h | Potency, µM (highest dose often 46.1 µM), without a hit: at the top dose re-replication activation, usual class: activators | AID 624297 | hit rate 1.8% among 340,000; also: potency is read from the fitted curve at half-maximal effect; % of control where 0% means no effect; nearly all actives have a fitted effect of over 55% in size
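Readout is total intensity of Hoechst-stained nuclei, excited at 405 nm and collected at 500-530 nm. Compound treatment lasted 48 hr at 37 C in 5% CO2 before staining.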
ATXN2 expr inh – reduces ATXN2 reporter expression in HEK-293 cells; hit rate 0.72% among 360,000; AID 1745845; Potency, µM (top dose mostly 57 µM), inactives show top-dose activity change, negative = inhibition, hits mostly inhibitors; HEK-293 ATXN2-luciferase reporter, luminescence, 24 h; also: potency is read from the fitted curve at half-maximal effect; % is scaled to controls: 0 for no effect and ±100 for the full control effect; nearly all actives have a fitted effect of over 55% in size
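qHTS (up to 57 uM final) was run with 24 h compound exposure of reporter cells at 37 °C. Each well was multiplexed: SteadyGlo luminescence measured ATXN2-luciferase expression after a fluorogenic Gly-Phe-AFC viability readout (25 uM final).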
IL-1B inflam inh – blocks inflammasome-driven IL-1 beta release | THP-1 LPS/ATP IL-1B secretion, AlphaLISA, 16 h; stronger effect = lower value | activity change, % at 57.5 µM | hit rate 4.7% among 360,000 | AID 743279; in the data active = activity change below about -50%; inconclusive = mostly about -30% to -49%; also: % is scaled to controls: 0 for no effect and ±100 for the full control effect
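Secreted IL-1B measured by AlphaLISA bead assay after 16 h compound exposure of THP-1 cells; compounds (final up to 57.5 uM) added 1 h before LPS (250 ng/mL) and ATP (1.25 mM) stimulation; lower signal means less secretion.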
HT1080NT lethal – kills 2HG-producing HT-1080-NT fibrosarcoma cells. HT-1080-NT fibrosarcoma viability, CellTiter-Glo ATP luminescence, 48 h. Potency, µM (top dose mostly 46.1 µM), without a hit: top-dose activity, negative = less viability, most hits filed as cytotoxic. hit rate 1.6% among 360,000;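 also: NT is the 2HG producing partner of a matched IDH1 knockdown line; potency is read from the fitted curve at half-maximal effect; 0% = DMSO-treated cells and -100% = media-only wells without cells; nearly all actives have a fitted effect of over 55% in size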
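Fibrosarcoma NT cells, 750 per well in 5% FBS RPMI, were exposed to compound for 48 hours. Viability: CellTiter-Glo luminescence.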
Active calls of the source: *; i = inactive; u = inconclusive; x = not tested or not shown; & = joins results of further samples; [ ] = remark or other dose. Unless noted, calls follow the shape of the dose curve; as a rule, active = well fitted curve in the direction sought with a large enough effect; inconclusive = small, poorly fitted or top-dose-only effect, or another doubt; inactive = no such curve, though single readings can be large; an effect the other way counts as inactive or inconclusive. This is a subset. The share of hits here may be higher or lower than overall.

SMILES	S2 tox	KB-V1 MDR tox	MCF10A rerep	KB-3-1 cytotox	HT1080 IDH1KD tx	SW480 rerep	ATXN2 expr inh	IL-1B inflam inh	HT1080NT lethal
N#CC1=C(N)Oc2cc(O)ccc2C1c1ccc2c(c1)OCO2 (configuration not stated)	i	16%	1%	8%	-3%	u	-6%	-18	-13%
O=C(c1ccccc1F)c1cn(CC(=O)N2CCCC2)c2ccccc12	u	0%	10%	10%	0%	-13%	-3%	6	-5%
CCC1(NS(=O)(=O)c2ccc(N)cc2)C(=O)N(C)C(=O)N(C)C1=O	i	0%	1%	-3%	-22%	5%	7%	19	5%
Cc1c(Cl)cccc1NC(=O)CN1C(=O)C(C)N=C(c2ccccc2)c2ccccc21 (configuration not stated)	u	-5%	x	-12%	x	x	1%	x	x
C=CCN1C(=O)NC(=O)/C(=C\c2ccc(-c3ccccc3[N+](=O)[O-])o2)C1=O	i	-4%	u	10%	u	-7%	-8%[11.3 µM]	-100*	u
Cc1cc(OCC(=O)N2CCC(C(=O)O)(c3ccccc3)CC2)c2c(C)c(C)c(=O)oc2c1	i	19%	16%	0%	-6%	-8%	-16%	18	0%
O=C1NCN(c2ccccc2)C12CCN(C(c1cccc3ccccc13)c1nnnn1Cc1ccccc1)CC2 (configuration not stated)	x	0%	x	u	u	x	-39%	u	u
COc1cc2c(cc1O)CC1c3c(cc(O)c(OC)c3-2)CCN1C (configuration not stated)	i	-19%	2%	1%	0%	-6%	-10%	u	-6%
Fc1cccc(-c2ccc3c(c2)CNCc2cnnn2-3)c1	i	29%	x	0%	-4%	x	-19%	12	1%
CC(C)C(=O)Nc1ccc(N2CCN(C)CC2)c(F)c1	i	0%	11%	13%	3%	-6%	-3%[11.3 µM]	26	20%
CCNS(=O)(=O)c1ccc(NC(=O)Nc2cccc(C(F)(F)F)c2)cc1	i	12%	u	-7%	11µM*	11%	u	u	u
CCCCn1c(O)c(C=Nc2c(C)n(C)n(-c3ccccc3)c2=O)c(=O)[nH]c1=O	i	0%	-5%	-12%	7%	-7%[9.22 µM]	1%	13	8%
CC12CCC(=O)C=C1CCC1C2CCC2(C)C1CCC2(O)CC#N (configuration not stated)	i	-15%	u	-9%	0%	17%	-6%	-1	-3%
CCC(c1nnnn1Cc1ccccc1)N1CCC(n2c(=O)[nH]c3ccccc32)CC1 (configuration not stated)	i	u	x	-2%	u	x	u	-5	26µM*
O=C(Nc1ccc(Cl)cc1)O/N=C(\c1ccccc1)c1ccccn1	i	u	2%	4%	-4%	-4%	27%	-12	4%
Cc1ccccc1NC(=O)NCCN1CC1	i	8%	5%	6%	2%	8%	x	6	9%
O=P(NC1CCCCC1)(Oc1ccccc1)Oc1ccccc1	i	u	16%	-22%	-5%	25%	1%	-18	-23%
O=C(c1ccccc1)C1CCCN(Cc2nc(-c3cnccn3)no2)C1 (configuration not stated)	i	u	0%	14%	-5%	-2%	-11%	13	3%
COc1ccc(N2CCN(Cc3nc4ccccc4[nH]3)CC2)cc1	i	-17%	-7%	-5%	-3%	-2%	11%	31	-2%
O=c1[nH]c(=O)n(C2CCCCC2)c(O)c1C=Nc1ccc(N2CCOCC2)cc1	u	-2%	0%	15%	4%	-5%	3%	-3	9%
C#CCN1C(=O)C(O)(CC(=O)c2ccc(OC)c(OC)c2)c2ccccc21 (configuration not stated)	i	18µM*	u	u	u	u	-27%	19	1%
CCc1ccc(NC(=O)CN2CC(c3ccccc3)CC2=O)cc1 (configuration not stated)	i	14%	0%	-4%	1%	2%	x	u	1%
COC(=O)C1=C(c2ccc(Cl)c(C(F)(F)F)c2)C[C@@H]2CC[C@H]1N2C(=O)NC1CCCCC1	u	u	u	u	u	u	-7%	-52*	-29%
COC(=O)C1=C(c2cc3ccccc3o2)C[C@@H]2CC[C@H]1N2C	i	-4%	20%	18%	-3%	-16%	9%	0	2%
COC(=O)C1=C(c2ccc(-c3ccccc3)c(F)c2)C[C@@H]2CC[C@H]1N2C(=O)NCCOc1ccccc1	u	-18%	21%	-9%	-15%	u	0%	-18	-14%

New compounds follow.
SMILES	S2 tox	KB-V1 MDR tox	MCF10A rerep	KB-3-1 cytotox	HT1080 IDH1KD tx	SW480 rerep	ATXN2 expr inh	IL-1B inflam inh	HT1080NT lethal
CCc1ccc(-n2c(O)c(C(C)=O)c(=O)[nH]c2=O)cc1 (tested in a mixture with another compound)	i	15%	-1%	-1%	3%	-3%	-15%	2	7%
Cn1c(O)c(C=NCCN2CCOCC2)c(=O)n(C)c1=S	x	21%	-1%	-2%	-20%	3%	-26%	-16	-24%
NC(Cc1ccc(Cl)cc1)c1csc(Nc2ncccn2)n1 (configuration not stated)	u	u	x	u	5.8µM*	x	u	u	18µM*
Cc1ncoc1C(=O)NCC1=C(c2ccc(S(C)(=O)=O)cc2)C[C@@H]2CC[C@H]1N2CCOc1ccccc1	i	3%	x	-10%	-1%	x	2%	11	7%
O=c1[nH]c(=O)n(C2CCCCCC2)c(O)c1C=NCc1cccnc1	i	-5%	2%	2%	-11%	-15%	-21%	20	-12%
Cc1ccc(S(=O)(=O)N(CC(=O)NCCSc2ccc(Cl)cc2)c2ccccc2C)cc1	u	u	x	u	x	x	-22%	x	x
Cn1c(O)c(C=Nc2ccccc2)c(=O)n(C)c1=O	i	8%	-9%	-1%	-7%	0%	-23%	-21	2%
CCN(CC)c1ccc(CNCCc2ccccc2F)cc1	u	21µM*	u	u	18µM*	7%	-24%	-92*	16µM*
CC(N)Cc1c[nH]c2ccc(OCc3cccs3)cc12 (configuration not stated)	i	u	25%	0%	u	u	-17%	-59*	-25%
O=c1c(C=NCc2cccs2)c(O)n(C2CCCCC2)c(=O)n1C1CCCCC1	i	0%	8%	0%	-25%	-6%	-1%	-6	-13%
CCCCN1CC(=O)N2[C@H]3c4cc(C)ccc4OC[C@@H]3[C@H](c3ccccc3)[C@]2(C)C1=O	i	u	u	-8%	9%	-4%	8%	-5	3%
Clc1ccc(COC(Cn2ccnc2)c2ccc(Cl)cc2Cl)c(Cl)c1 (configuration not stated)	u	u	12µM*	-2%&-2%	u	u	u	u	23µM*
CCN1CCC2(CC1)NC(CO)(CO)CO2	i	u	-7%	3%	5%	0%	1%	14	3%
O=C1c2ccccc2C(=O)N1Cc1nc2ccccc2c(=O)n1-c1ccccn1	i	-22%	1%	-3%	18%	-2%	14%	16	4%
CCC1C2Cn3c(nc4ccccc43)C1N(C)O2 (configuration not stated)	i	15%	-16%	0%	12%	3%	15%	24	18%
CCOC(=O)C1=C(C)OC(N)=C(C(=O)OC)C12C(=O)Nc1ccc(Br)cc12 (configuration not stated)	i	0%	18%	1%	-2%	-4%	-12%	38	-1%
COc1ccc(CCNCc2ccsc2)cc1OC	i	0%	12%	-4%	10%	-5%	1%	6	5%
CC(=NCCC1=CCCCC1)c1c(O)n(C)c(=O)n(C)c1=O	i	u	10%	u	-2%	-2%	-20%	27	6%
O=P(Nc1ccccc1)(Nc1ccccc1)Oc1cccc(Cl)c1	u	6%	11%	23%	u	-2%	u	-12	u
O=C(C(=O)N1CCC2(CC1)OCCO2)c1c[nH]c2ccccc12	i	3%	15%	-6%	-2%	u	7%	-1	-4%
O=C(Cc1ccccc1)N1CCN(CC2CC3C=CC2C3)CC1 (configuration not stated)	i	u	u	5%	16%	-3%	5%	19	13%
Cc1cccc(N2C(=O)NC(=O)/C(=C\C=C\c3ccco3)C2=O)c1	u	-15%	15µM*	u	u	u	u	-96*	u
N#Cc1c(Cl)nc(Cl)c2c1CCN(Cc1ccccc1)C2	u	-1%	u	u	u	9%	u	x	0%
O=C(c1ccccc1)C(Cc1ccccc1)N1CCOCC1 (configuration not stated)	u	18µM*	6%	3%	16%	-2%	5%	4	8%
O=C(OCc1c(-c2ccccc2)ncc2ccccc12)c1ccc(C(F)(F)F)cc1	i	19%	-20%	21%	7%	3%	7%	18	8%
O=C(COc1ccc(S(=O)(=O)N2CCOCC2)cc1)Nc1ccc(Cl)c(C(F)(F)F)c1	i	u	-4%	u	u	-2%	-25%	-4	u
COC(=O)C1=C(c2cccc(OC)c2OC)C[C@@H]2CC[C@H]1N2C(=O)NCc1ccc(F)cc1	i	-12%	0%	-3%	4%	1%	7%	3	0%
Cc1cc(-c2nc3ncccc3o2)ccc1NC(=O)c1ccccc1Br	u	-6%	x	u	x	x	24%	x	x
O=c1[nH]c(Cl)ccc1CN1CCOCC1	i	u	-17%	6%	20%	-8%	7%	14	2%
O=c1[nH]c(=O)n(-c2ccccc2F)c(O)c1C=NCCC1=CCCCC1	i	u	10%	16%	0%	7%	-17%	-21	-7%

Already shown: an excerpt of the list.
SMILES	S2 tox	KB-V1 MDR tox	MCF10A rerep	KB-3-1 cytotox	HT1080 IDH1KD tx	SW480 rerep	ATXN2 expr inh	IL-1B inflam inh	HT1080NT lethal
CCc1ccc(-n2c(O)c(C(C)=O)c(=O)[nH]c2=O)cc1 (tested in a mixture with another compound)	i	15%	-1%	-1%	3%	-3%	-15%	2	7%
Cn1c(O)c(C=NCCN2CCOCC2)c(=O)n(C)c1=S	x	21%	-1%	-2%	-20%	3%	-26%	-16	-24%
NC(Cc1ccc(Cl)cc1)c1csc(Nc2ncccn2)n1 (configuration not stated)	u	u	x	u	5.8µM*	x	u	u	18µM*
Cc1ncoc1C(=O)NCC1=C(c2ccc(S(C)(=O)=O)cc2)C[C@@H]2CC[C@H]1N2CCOc1ccccc1	i	3%	x	-10%	-1%	x	2%	11	7%
O=c1[nH]c(=O)n(C2CCCCCC2)c(O)c1C=NCc1cccnc1	i	-5%	2%	2%	-11%	-15%	-21%	20	-12%
Cc1ccc(S(=O)(=O)N(CC(=O)NCCSc2ccc(Cl)cc2)c2ccccc2C)cc1	u	u	x	u	x	x	-22%	x	x
